Screens deposited in PubChem by ICCB-Longwood Screening Facility, Harvard Medical School.
PV pol inh = inhibitors of poliovirus RNA polymerase binding and polymerization; P03300; poliovirus polymerase elongation, fluorescence polarization; active compounds read low; % elongation, % (compound at 16.7 µg/mL); 150,000 compounds, 0.66% hits; in the data active means % elongation below about 90%; further: some results filed as inactive read as strong as hits
Target sequence (P03300 1749-2209 limits assumed): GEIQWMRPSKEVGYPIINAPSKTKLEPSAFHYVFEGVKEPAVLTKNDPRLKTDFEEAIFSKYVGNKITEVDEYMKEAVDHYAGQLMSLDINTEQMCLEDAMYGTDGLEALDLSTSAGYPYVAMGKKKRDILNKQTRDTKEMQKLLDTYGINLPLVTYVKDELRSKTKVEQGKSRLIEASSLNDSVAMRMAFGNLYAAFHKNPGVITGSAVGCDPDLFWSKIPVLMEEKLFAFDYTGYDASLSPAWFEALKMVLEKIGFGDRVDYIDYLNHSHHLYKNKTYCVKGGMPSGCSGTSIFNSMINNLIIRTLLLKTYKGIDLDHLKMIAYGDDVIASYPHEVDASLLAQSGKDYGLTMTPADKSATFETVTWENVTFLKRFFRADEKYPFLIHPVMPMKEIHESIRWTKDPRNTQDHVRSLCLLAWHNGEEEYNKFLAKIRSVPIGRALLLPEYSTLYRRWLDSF
PV pol inh FP z-score = recorded beside PV pol inh, whose call it bears; z-score; measured here: FP z-score; hits read low
The depositor's hits bear a star; & = joins results of further samples. These rows are one share of the data; the hit share may differ from the screen's.

cpd	smiles	PV pol inh	PV pol inh FP z-score
1	O=C(CSc1ncc(S(=O)(=O)c2ccc(Cl)cc2)c(=O)[nH]1)Nc1ccc2c(c1)OCCO2	107	0.8
2	Cc1ccc(C=Nc2cccc(C#N)c2)s1	101	0.3
3	O=C(O)CSC(c1ccccc1)c1ccccc1	99	-0.4
4	CCOC(=O)c1sc(NN)nc1C	103	0.5
5	FC(F)(F)c1cc(-c2ccc3ccccc3c2)nn1C(=S)N1CCCCCC1	103	0.3
6	O=C(/C=C/c1cccc(Cl)c1)Nc1ccc(N2CCOCC2)cc1	100	-0.4
7	O=C(c1cccs1)N1CCN(c2ncccn2)CC1	101	-0.2
8	Cc1ccc(-c2noc(CSc3nnc(C)n3-c3ccc(C)c(C)c3)n2)cc1	104	-0.6
9	CC1=C(C(=O)N(C)C)C(c2ccc(-c3ccccc3)cc2)NC(=O)N1 (configuration not stated)	108	0.5
10	Cc1cccc(-c2nnc(SCC(=O)OC(C)C)n2C)c1	104	0.6
11	COc1ccc(-c2c(C)nn3c(NCC(OC)OC)cc(C)nc23)cc1OC	102	1.2
12	COC(=O)C1C(=O)NC(SC)=C(C#N)C1c1ccccc1F (configuration not stated)	103	0.3
13	CC1CCCCC1NC(=O)CN1CCC(NC(=O)Nc2ccccc2)CC1 (configuration not stated)	101	-0.1
14	O=C(Cn1ncc2c3ccccc3n(Cc3ccccc3)c2c1=O)NC1CCCCCC1	111	0.3
15	CC(NS(=O)(=O)c1ccccc1)C(=O)O (configuration not stated)	96	-0.3

The final seven compounds of the section before come first, to join the parts.
cpd	smiles	PV pol inh	PV pol inh FP z-score
9	CC1=C(C(=O)N(C)C)C(c2ccc(-c3ccccc3)cc2)NC(=O)N1 (configuration not stated)	108	0.5
10	Cc1cccc(-c2nnc(SCC(=O)OC(C)C)n2C)c1	104	0.6
11	COc1ccc(-c2c(C)nn3c(NCC(OC)OC)cc(C)nc23)cc1OC	102	1.2
12	COC(=O)C1C(=O)NC(SC)=C(C#N)C1c1ccccc1F (configuration not stated)	103	0.3
13	CC1CCCCC1NC(=O)CN1CCC(NC(=O)Nc2ccccc2)CC1 (configuration not stated)	101	-0.1
14	O=C(Cn1ncc2c3ccccc3n(Cc3ccccc3)c2c1=O)NC1CCCCCC1	111	0.3
15	CC(NS(=O)(=O)c1ccccc1)C(=O)O (configuration not stated)	96	-0.3
16	CCCC(=O)C1=C(O)C(C(=O)OC)C(C)(C)CC1=N (configuration not stated)	104	0.5
17	CCC(=O)N1CCc2cc(S(=O)(=O)NC(CC(C)C)C(=O)Nc3cccc(C)c3C)ccc21 (configuration not stated)	101	-0.3
18	O=C(COc1ccccc1)NCC(c1ccc(Cl)cc1)N1CCCCC1 (configuration not stated)	110	0.7
19	CN(C)CC(O)Cn1c2ccccc2c2ccccc21 (configuration not stated)	102	0.1
20	CC1(C)CC(=O)C(=CN2CCOCC2)C(=O)C1	100	-0.4
21	O=C(O)c1ccc(C=Nc2ccc(C(=O)O)cc2)cc1	100	-0.2
22	Cc1ccc(-c2nn3c(-c4ccc(C)cc4)nnc3c3ccccc23)cc1	106	0.2
23	CN(C)S(=O)(=O)c1ccc2oc3n[nH]c(=S)n3c2c1	98	-0.6
24	O=C(NCc1ccccc1)C1CCN(S(=O)(=O)c2ccc3[nH]c(=O)ccc3c2)CC1	106	-0.3
25	CCN(C(=O)Cn1ncc2c(=O)oc3ccccc3c21)c1ccccc1F	105	-0.8
26	O=C(Nc1nnc(C(F)(F)F)s1)c1ccccc1	100	-0.2
27	COc1ccc(C2=NS(=O)(=O)N(C)C(C(=O)N(C)Cc3ccccc3)=C2)cc1	102	-1.1
28	CC1CCN(Cn2cnn(CN3CCC(C)CC3)c2=S)CC1	102	0.9
29	COc1ccc(Cl)cc1NC(=O)c1c(NCc2cccs2)sc2c1CCCC2	138	5.5
30	CCOc1ccccc1NC(=O)Nc1cc(C(=O)O)ccc1C	101	-0.8
31	CC(C)(C)c1nc2scc(-c3ccccc3)c2c(=O)o1	101	0
32	CCN1CCN(c2ncc3c(n2)CCN(Cc2cc(Br)cs2)C3)CC1	102	-0.5
33	C=CCn1c(=N)c(C(N)=O)cc2c(=O)n3ccccc3nc21	102	0.2
34	CCc1ccc(NC(=O)N2CC(CC)Sc3ccccc32)cc1 (configuration not stated)	103	0.1
35	CCc1cc2c(-c3ccccc3)cc(=O)oc2c2c1OCN(Cc1ccc(F)cc1)C2	103	-0.8
36	Clc1ccc(N/N=C2/CN3CCC2CC3)c(Cl)c1	105	0.7
37	CCN1C(=O)NC(c2cccnc2)C(C(=O)OC)=C1C (configuration not stated)	99	-0.4
38	CCOc1cc2c(cc1/C=C1/NC(=O)N(Cc3ccccc3)C1=O)OCO2	99	-0.5
39	CC(Sc1nncn1-c1ccccc1)C(=O)Nc1ccccc1 (configuration not stated)	101	-0.5
40	Clc1ccc(C2=NNC(=NCc3ccc4c(c3)OCO4)SC2)cc1	85*	-3.3*
41	C=CCc1c(C)[nH]c2c(OC)cccc2c1=S	103	0.5
42	Cc1ccc(C(=O)/C=C/Nc2ccc(F)c(Cl)c2)o1	99	-0.3
43	CC1CCCN(Cc2cc(Cl)cc(Cl)c2O)C1 (configuration not stated)	100	-0.3
44	CC(C)c1ccc(C2C(C#N)=C(N)C(C#N)(C#N)C3=CCN(C)CC32)cc1 (configuration not stated)	105	0.4
45	CCOc1ccc2cc(-c3nnc(Nc4ccc(C)cc4)s3)c(=O)oc2c1	106	0.5

A stretch from further up:
cpd	smiles	PV pol inh	PV pol inh FP z-score
43	CC1CCCN(Cc2cc(Cl)cc(Cl)c2O)C1 (configuration not stated)	100	-0.3
44	CC(C)c1ccc(C2C(C#N)=C(N)C(C#N)(C#N)C3=CCN(C)CC32)cc1 (configuration not stated)	105	0.4
45	CCOc1ccc2cc(-c3nnc(Nc4ccc(C)cc4)s3)c(=O)oc2c1	106	0.5

Later entries:
cpd	smiles	PV pol inh	PV pol inh FP z-score
46	Cc1ccccc1OCc1nc2c3cnn(-c4ccccc4Br)c3ncn2n1	117	0.1
47	Nc1cc(C(=O)OCC(=O)c2csc(N3CCCCC3)n2)ccc1Cl	107	0.5
48	CCN(C(=O)CSc1nnc2scc(-c3cccc(OC)c3)n12)c1ccccc1	103	0.2
49	COCc1[nH]nc(N)c1-c1ccccc1	100	0
50	O=C(OCc1ccccc1)c1ccccc1C(=O)c1ccccc1	102	0.2
51	CC1CC(C)CN(C(=O)COc2ccccc2F)C1 (configuration not stated)	101	-0.7
52	CCn1c(CNc2ccc(C)cc2)nnc1SCc1ccccc1	105	1.4
53	CCN(C(=O)CSc1nc2ccccc2nc1C)C1CCCCC1	104	1
54	CCOC(=O)c1cnc(C(F)(F)F)nc1NNC(=O)c1ccccc1	103	0.5
55	Cc1cccc(NC(=O)Nc2cccc(C)c2)c1	100	-0.7
56	CCN1C(=O)/C(=C2\SC(N3CCCCC3)=NC2=O)c2ccccc21	103	0.4
57	COCCn1c(=NC(=O)c2ccccc2)sc2cc(OC)ccc21	101	-0.2
58	CCOC(=O)c1cc(NC(=O)Nc2cc(C)ccc2C)c(C)nc1C	104	0.9
59	CCc1ccccc1Nc1nc(N)nc(CO/C(=C(\C#N)c2nnc3n2CCCCC3)C(F)(F)F)n1	104	0.3
60	CCN(CC)S(=O)(=O)c1c(C)nn(S(=O)(=O)c2ccccc2)c1C	105	1.2
61	CCOc1ccccc1NS(=O)(=O)c1ccc2c(c1)CC(C)N2C(=O)C1CCC1 (configuration not stated)	109	0.6
62	CC(C)Cn1c(=O)c2ccccc2n2c(CCC(=O)NCCCN3CCN(c4ccccc4F)CC3)nnc12	102	0.3
63	CCOc1cnc(C(=O)NN=C(N)N)o1	101	0.3
64	CSC(=C(C#N)C#N)N1CCN(c2ccccc2)CC1	106	0.3
65	O=C(Nc1nc2ccccc2n1CCN1CCOCC1)C1CCCCC1	104	0.5
66	Cc1ccccc1Oc1ncnc2sc3c(c12)CCCC3	103	0.1
67	N#CC1(NC(=O)COC(=O)c2ccc3c(c2)CCCC3)CCCCC1	102	0.1
68	O/N=C/c1cn(-c2ccccc2)nc1-c1ccccc1	101	-0.4
69	CC1CCc2c(sc3ncnc(SCC#N)c23)C1 (configuration not stated)	103	0.2
70	C/C(CC1(O)C(=O)Nc2ccccc21)=N\O (configuration not stated)	102	-0.2
71	Cc1ccc(C)c(NC(c2ccccc2)c2nnc(-c3ccccc3F)o2)c1 (configuration not stated)	106	0.3
72	CC(=O)NC1C(=O)SC1(C)C (configuration not stated)	100	-0.4
73	CCOC(=O)c1ccccc1NC(=O)c1cc2c(s1)-c1c(C)cccc1OC2	106	0.3
74	CCc1nnc(SC(CC)C(=O)Nc2cccc(OC)c2)c2cc3oc(C)cc3n12 (configuration not stated)	110	0.5
75	CCc1ccccc1NC(=O)NCc1ccccc1OC	99	-1.4
76	COc1cc(-c2nc(-c3ccc4c(c3)[nH]c(=O)n4C)no2)cc(OC)c1OC	114	1.7
77	NC(=O)c1ccc(-c2ccccc2)cc1C(N)=O	100	-0.5
78	O=C(C1CCN(S(=O)(=O)N2CCCC2)CC1)N1CCC2(CC1)OCCO2	99	-0.4
79	COc1ccc(CC(C)Nc2ccc3c(c2)OCO3)cc1 (configuration not stated)	96	-1.5
80	CC(C(=O)Nc1ccc(Br)c(Cl)c1)N1C(=O)C2C3C=CC(C3)C2C1=O (configuration not stated)	101	0.2
81	c1ccc(C2CC(c3ccccc3)n3ncnc3N2)cc1 (configuration not stated)	101	0.1
82	Cn1ccnc1SCC(O)c1ccccc1 (configuration not stated)	105	1.9
83	COCCn1c(=O)[nH]c2cc(C(=O)N3CCN(c4ccc(F)cc4)CC3)ccc2c1=O	105	-0.1
84	Cc1ccccc1NC(=O)CSc1nc2c(c(=O)n(C)c(=O)n2C)n1Cc1ccccc1F	105	0.2
85	O=c1c2ccccc2nc(SCc2nnc(-c3ccccc3)o2)n1CCc1ccccc1	101	0.1
86	Cc1ccc(CNC(=O)CCc2c(C)c3cc4c(C)coc4cc3oc2=O)cc1	110	0.6
87	CC(=O)N1CCC2(CC1)CC(=O)c1cc(OCC(=O)NCc3ccco3)ccc1O2	103	0.3
88	CCCn1c2ccccc2c2cnn(CC(=O)NCc3ccc(OC)cc3)c(=O)c21	103	0.1
89	CCOc1ccc(-c2cc3nc(C4CCN(C(=O)OC(C)(C)C)CC4)c(C(=O)Nc4cccc(Cl)c4C)cn3n2)cc1	103	-0.2
90	O=c1cc(CSc2ccc(Cl)cc2)nc(N2CCCCC2)[nH]1	102	0.2
91	Cn1c(=O)c2c(ncn2CCC(=O)NC2CCCCCCC2)n(C)c1=O	106	1.9
92	COc1cc2nc(COc3ccccc3)oc(=O)c2cc1OC	100	-0.3
93	O=C(CN1C(=O)c2cccnc2Oc2ccc(Cl)cc21)N1CCc2ccccc21	100	-0.5
94	CCNC(=O)CC1C(=O)N(c2ccccc2)C(=O)N1CCC(C)C (configuration not stated)	100	0.1
95	O=C1OC2(c3ccccc3)C3CCCC2C13Sc1ccccc1	108	0.5
96	Cn1c(NCc2c(O)ccc3ccccc23)nc2ccccc21	101	0.2
97	CCc1nc(C)cn1S(=O)(=O)c1ccc2c(c1)OCCO2	98	-1
98	COc1ccc(C)cc1S(=O)(=O)N1CCN(c2cccc(Cl)c2)CC1	103	-0.2
99	COC(=O)C1=C(C)N(c2ccc(OC)cc2)C(C)=C(C(=O)OC)C1c1ccccc1	104	0.8
100	Cc1ccc2[nH]cc(CCNC(=O)c3ccccc3)c2c1	103	0.4
101	CC(=O)N(Cc1c(C#N)c2ccccc2n1C)c1ccccc1	100	-0.8
102	CNC(=O)C(C)n1ccc2cc(S(=O)(=O)N3CCCC3)ccc21 (configuration not stated)	102	0
103	CCOc1ccc(NC(=O)c2ncoc2-c2ccco2)cc1	96	-1.7
104	CCCOC(=O)c1cc(=O)[nH]c2ccccc12	102&104	0.1&0.3
105	O=C(Nc1ccccc1)O/N=C1\CCc2ccccc21	100	0.1

Other results
cpd	smiles	PV pol inh	PV pol inh FP z-score
106	CCCN1C(=O)c2ccccc2NC1c1cccc(O)c1O (configuration not stated)	108	0.8
107	COc1ccc(/C=C/C(=O)NNc2nc(C)cc(=O)[nH]2)cc1	92	-1.7
108	COC(=O)C1=C(C)N(c2ccccc2)/C(=C/c2cccs2)C1=O	103	0.4
109	c1ccc2c(CN3CCSCC3)c[nH]c2c1	99	-0.1
110	CCOC(=O)c1noc2ncnc(Nc3cc(Cl)c(OC)cc3OC)c12	99	-1.6
111	O=C(CC(c1ccc(F)cc1)N1Cc2ccccc2C1=O)NCc1ccco1 (configuration not stated)	103	0.4
112	N#Cc1ccc(OC(=O)c2cc(-c3ccc4c(c3)OCCO4)on2)cc1	107	0
113	CCCCNC(=O)CCn1c(=O)c2ccccc2n(Cc2ccccc2C#N)c1=O	107	0.5
114	O=C(O)CCSc1nc2ccccc2[nH]1	99	-0.5
115	O=C(CSc1nccc(=O)[nH]1)NN(c1ccccc1)c1ccccc1	104	0.3
116	O=C(Cn1c(-c2cscn2)nc2ccccc21)OCCOc1ccc(Br)cc1	102	-0.1
117	C=CCN(CC=C)Cn1nc(-c2c[nH]c3ccccc23)oc1=S	103	-0.1
118	CN(C)S(=O)(=O)c1ccc(C(=O)N=c2sc3cc(S(C)(=O)=O)ccc3n2C)cc1	104	0.7
119	CCc1nc2c(cnn2-c2ccccc2)c2nncn12	103	0.1
120	CNC(=O)c1ccc(Nc2nnc(-c3ccc(C)c(S(=O)(=O)NC(C)(C)C)c3)c3ccccc23)cc1	100	-0.6
121	O=c1ccc(-c2ccc(S(=O)(=O)Nc3ccccc3)o2)n[nH]1	100	-0.9
122	CCC(=O)Nc1c2c(nn1-c1ccc(C)cc1C)CSC2	101	0.4
123	Cc1c(Cl)cccc1NC(=O)NCC(C)C	102	-0.3
124	CC(C)(C)c1ccc(OCC(=O)N2CCN(c3ccc(O)cc3)CC2)cc1	104	0.5
125	CN(C)/C=C/C=C1\CCCC1=O	93	-2.3
126	NS(=O)(=O)c1ccc(CC(=O)O)cc1	102	0.1
127	O=C1/C(=C/c2cccc(Br)c2)SC(=S)N1CC(=O)N1CCCc2ccccc21	99	-0.5
128	O=S(=O)(c1cccc2nsnc12)N1CCOCC1	101	-0.1
129	COc1cc(OC)cc(C(=O)N[C@H](C(=O)NCc2ccco2)C(C)C)c1	101	-0.4
